Source: PubChem BioAssay (National Center for Advancing Translational Sciences (NCATS))
BLM helicase inh = inhibitors of human Bloom syndrome helicase BLM | P54132 | Potency, µM (titrated, usually from 56.1 µM), inactives show at the highest dose activity change, negative = inhibition, usual class: inhibitors | recombinant BLM DNA unwinding, fluorescence dequenching | 350,000 compounds, 0.2% hits | AID 2528;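 further: plate controls were vehicle for no effect and no enzyme for full effect; nearly all actives have a fitted effect of over 35% in size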
Pol eta inh = inhibitors of human DNA polymerase eta; AID 588591; recombinant Pol eta, fluorescent DNA replication assay; Potency, µM (highest dose often 114 µM), without a hit: at the top dose activity change, negative = inhibition, usual class: inhibitors; Q9Y253; 390,000 compounds, 1.2% hits; further: on the % scale 0 is the no-effect control and ±100 the full control effect
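Fluorescent replication assay: 50 nM final substrate added after a 15 min room-temperature compound preincubation with 10 nM enzyme. Signal taken at 0 min and again at 10 min.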
BAZ2B block = BAZ2B (human) inhibition | AlphaScreen BAZ2B-H3K14Ac peptide displacement | Potency, µM (titrated, usually from 114 µM), inactives show at the top dose activity change, negative = inhibition, usual class: inhibitors | 360,000 compounds, 4.4% hits | Q9UIF8 | AID 504333; further: on the % scale 0 is the no-effect control and ±100 the full control effect; nearly all actives have a fitted effect of over 60% in size
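BAZ2B (50 nM) with biotin-H3(5-23)K14Ac peptide (50 nM) in PBS pH 7.4, 0.01% Tween-20, preformed 30 min, then compound 30 min at room temperature; top concentration 110uM. AlphaScreen streptavidin donor/nickel chelate acceptor beads (10 ug/mL final), 20 min dark, signal read.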
Anesthetic bind = candidate novel general anesthetic via apoferritin binding; apoferritin/1-aminoanthracene competitive binding, fluorescence; Potency, µM (series often up to 77.5 µM), inactives show top-dose activity change, negative = displacement, usual class: inhibitors; 350,000 compounds, 0.074% hits; AID 485281; further: on the % scale 0 is the no-effect control and ±100 the full control effect; nearly all actives have a fitted effect of over 20% in size
Target sequence (P02791 2-175 limits assumed): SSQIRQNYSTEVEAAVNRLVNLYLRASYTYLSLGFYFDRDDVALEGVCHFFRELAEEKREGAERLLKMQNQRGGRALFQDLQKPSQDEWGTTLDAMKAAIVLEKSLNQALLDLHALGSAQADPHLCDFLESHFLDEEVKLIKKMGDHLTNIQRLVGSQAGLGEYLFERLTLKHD
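Horse-spleen apoferritin (10 uM) was mixed with 50% saturated 1-aminoanthracene in PBS, exposed to compounds for 10 min at room temperature, and read for fluorescence (ex 380 nm, em 535 nm). Competitive displacement was fitted with a four-parameter Hill equation.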
POLI inh = DNA polymerase iota (human) inhibition; 390,000 compounds, 1% hits; Q9UNA4; Pol iota fluorescent replication assay, 10 min; AID 588590; Potency, µM (top dose mostly 115 µM), for inactives: at the top dose activity, negative = inhibition, actives largely listed as inhibitors
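Fluorescent replication assay read twice, at 0 min and 10 min after adding 50 nM (final) substrate. Enzyme (10 nM) and compounds were first incubated 15 min at room temperature; enzyme-free buffer wells were negative controls.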
G9a inh = inhibitors of human histone lysine methyltransferase G9a; 350,000 compounds, 8.8% hits; AID 504332; Potency, µM (doses to about 102 µM), for the others: at the top dose activity, negative = inhibition, usual class: inhibitors; G9a H3K9 monomethylation, AlphaScreen, 2 h; further: on the % scale 0 is the no-effect control and ±100 the full control effect; nearly all actives have a fitted effect of over 75% in size
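Readings reflect AlphaScreen signal from monomethyl-H3K9 antibody detection. HMT at 20 nM; substrate b-H3K9 500 nM; cofactor SAM 20 uM; 2 h RT reaction; compounds tested as titrations in qHTS with 15 min preincubation.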
APEX1 inh = inhibitors of human APE1 endonuclease; recombinant APE1, TAMRA/BHQ-2 abasic DNA cleavage fluorescence; Potency, µM (doses to about 65.8 µM), without a hit: top-dose activity change, negative = inhibition, usual class: inhibitors; 350,000 compounds, 0.35% hits; AID 2517;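 further: plate controls were vehicle for no effect and reference inhibitor for full effect; nearly all actives have a fitted effect of over 55% in size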
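Incision of a quenched TAMRA/BHQ-2 THF abasic-site duplex (50 nM) by 0.75 nM APE1, after 15 min compound preincubation, measured as fluorescence increase over three 60 s reads. Values normalized to buffer, DMSO and NSC13755 control wells.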
Pol beta inh = DNA polymerase beta (human) inhibition; P06746; Pol beta primer extension/strand displacement, fluorescence kinetic; Potency, µM (top dose mostly 114 µM), without a hit: at the top dose activity change, negative = inhibition, most hits filed as inhibitors; 340,000 compounds, 1.3% hits; AID 485314; further: on the % scale 0 is the no-effect control and ±100 the full control effect
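Curves were derived by four-parameter Hill fits of normalized qHTS data. The kinetic fluorescent primer-extension read was taken at 0 and 10 min after 50 nM substrate, following a 15 min room-temperature preincubation of 10 nM enzyme with compounds.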
Pol kappa inh = DNA polymerase kappa (human) inhibition. AID 588579. Potency, µM (series often up to 107 µM), for inactives: top-dose activity, negative = inhibition, actives largely listed as inhibitors. 400,000 compounds, 0.53% hits. purified Pol kappa, fluorescent DNA synthesis assay, 10 min; further: on the % scale 0 is the no-effect control and ±100 the full control effect
Target sequence (Q9UBT6 whole entry, looked up): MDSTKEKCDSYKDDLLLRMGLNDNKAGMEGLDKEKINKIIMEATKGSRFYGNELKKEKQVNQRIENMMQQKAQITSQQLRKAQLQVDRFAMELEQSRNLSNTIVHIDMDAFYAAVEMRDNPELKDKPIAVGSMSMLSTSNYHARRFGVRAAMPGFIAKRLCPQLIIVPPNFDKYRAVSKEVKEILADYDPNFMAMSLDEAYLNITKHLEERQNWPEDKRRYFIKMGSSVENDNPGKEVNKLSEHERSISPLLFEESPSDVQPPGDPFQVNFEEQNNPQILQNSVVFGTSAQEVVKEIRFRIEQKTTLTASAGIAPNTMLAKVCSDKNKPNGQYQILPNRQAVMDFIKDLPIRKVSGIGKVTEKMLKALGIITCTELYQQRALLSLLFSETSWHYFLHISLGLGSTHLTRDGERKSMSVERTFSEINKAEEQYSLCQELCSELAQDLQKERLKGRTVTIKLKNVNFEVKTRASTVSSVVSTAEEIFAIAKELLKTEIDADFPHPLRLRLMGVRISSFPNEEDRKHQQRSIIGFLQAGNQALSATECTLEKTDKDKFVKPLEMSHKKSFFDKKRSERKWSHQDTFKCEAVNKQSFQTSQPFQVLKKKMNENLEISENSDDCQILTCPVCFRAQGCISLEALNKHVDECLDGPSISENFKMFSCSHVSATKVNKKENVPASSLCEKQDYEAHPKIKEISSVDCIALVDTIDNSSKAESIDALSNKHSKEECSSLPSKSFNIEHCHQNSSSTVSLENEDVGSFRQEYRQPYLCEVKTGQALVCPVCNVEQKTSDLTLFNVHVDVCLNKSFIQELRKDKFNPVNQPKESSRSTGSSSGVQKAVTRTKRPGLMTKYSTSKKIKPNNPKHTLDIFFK
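Fluorescent qHTS in 1536-well format: enzyme (10 nM) and compound sat 15 min at room temperature before 50 nM substrate (final) was added. Signal taken at 0 and 10 min; no-enzyme buffer wells were negative controls.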
Starred values were filed as active, the others as inactive; ? = inconclusive; . = not tested or not shown; & = joins results of further samples; [ ] = another dose, or the depositor's remark. The call rests on the fitted dose curve; in most records, active means well fitted curve in the direction sought with a large enough effect; inconclusive means small, poorly fitted or top-dose-only effect, or another doubt; inactive means no such curve, though single readings can be large; an effect the other way counts as inactive or inconclusive. Potency means the concentration at half of the fitted maximal effect. An excerpt, so the mix of outcomes need not match the whole.

Each structure is followed by: Anesthetic bind	BLM helicase inh	APEX1 inh	Pol eta inh	G9a inh	BAZ2B block	Pol kappa inh	Pol beta inh	POLI inh
Cn1c2c(c3ccccc31)CC/C2=N\O
→ 0%	-1%	13%	4%	-5%[12.7 µM]	-6%	-5%	-2%	4%
O=C(O)CCS(=O)(=O)c1cc(Br)cc2c1N(C(=O)C1CC1)CC2
→ 2%	-4%	-7%	4%	?	-25%	-17%	-13%	18%
O=C(c1csnn1)N1CCC[C@@]2(CCN(Cc3ccccc3)C2)C1
→ .	-8%	1%	.	-4%[12.7 µM]	.	-2%[60.1 µM]	.	.
Cc1cccc(C)c1NC(=O)COC(=O)COc1ccc2c(C)cc(=O)oc2c1
→ 9%	1%	1%	6%	27%[59 µM]	-10%	-6%	-1%	4%
Cn1ccnc1C(O)c1ccc(OCc2ccccc2)cc1 (stereo not drawn)
→ -9%	0%	1%	-2%	?	-36%	-5%	-1%	6%
O=c1sc2ccccc2n1CCCOc1ccccc1
→ 4%	-6%	-3%	-14%	188%[activator]	80%[activator]	1%	3%	?
CCCn1c2ccccc2c2cnn(CC(=O)NCCCN3C(C)CCCC3C)c(=O)c21 (stereo not drawn)
→ -13%	0%	73%[activator]	-5%	4%	-27%	-9%	-5%	-20%
O=C(Nc1ccc(N2CCOCC2)cc1)C1CCN(S(=O)(=O)Cc2ccccc2)CC1
→ -7%	-1%	-10%	9%	-47%[12.7 µM]	-5%	-16%	-1%	-2%
CCCc1cc(C(=O)Nc2cccc(C(C)=O)c2)no1
→ -6%	2%	-1%	-11%	-5%	-4%	-13%	1%	-6%
COC(=O)c1sc2nc(N)c(C#N)cc2c1N
→ -1%	-17%	-4%	?	45µM*	-32%	-16%	13%	28%
Cc1cccc(CNc2cc(-c3c(C)noc3C)ncn2)c1
→ .	0%	0%	.	-1%[0.501 µM]	.	2%[60.1 µM]	.	.
Cc1cc(C)cc(NC(=O)c2c(C)nc3ccccn23)c1
→ -8%	1%	11%	4%	.	?	-9%	6%	15%
COc1ccc(Cl)cc1CN1C(=O)NC2(CCCCCC2)C1=O
→ ?	-1%	-13%	-12%	?	10%	-19%	37%	-6%
CCNC(=S)N(Cc1cc2cc(C)ccc2[nH]c1=O)C1CCCC1
→ -2%	3%	2%	-15%	?	?	-6%	-2%	2%
CCN(CC)CCCNC(=O)c1csc(Nc2cccc3ccccc23)n1
→ -19%	-12%	-14%	-17%	.	?	6%	2%	18%

Next entries:
Each structure is followed by: Anesthetic bind	BLM helicase inh	APEX1 inh	Pol eta inh	G9a inh	BAZ2B block	Pol kappa inh	Pol beta inh	POLI inh
CC(C1CC1)N(C(=O)c1ccccc1O)c1ccccc1 (stereo not drawn)
→ -9%	3%	0%	-18%	-3%[12.7 µM]	8%	-4%	-14%	40%[activator]
Cc1ccc(CN2CCN(CC(=O)NCc3ccc(Cl)cc3)C2=O)cc1
→ -14%	0%	-5%	-17%	13%	7%	-4%	-1%	0%
O=C(O)c1ccc(CSCc2ccco2)cc1
→ -4%	-1%	8%	?	?	10%	-4%	-9%	?
CN1CCN(c2ccccc2NC(=O)c2ccc(-c3ccc(Cl)cc3Cl)o2)CC1
→ -22%	-7%	5%	-7%	45µM*	?	-11%	3%	20%
CCOc1ccc(C(=O)NCC(=O)OCc2c(F)cccc2Cl)cc1
→ -2%	-6%	21%	-13%	10%[59 µM]	-4%	-5%	39%	19%
Cc1ccccc1C(=O)Nc1ccnn1C1CCN(Cc2c(C)n(C)c3ccccc23)CC1
→ -11%	7%	3%	-7%	.	?	7%	17%	38%[activator]
O=C(CCC1CCCC1)Nc1ccc(Br)cn1
→ 2%	1%	-1%	-7%	3%[12.7 µM]	13%	-3%	30%	10%
CC1CCCC(NC(=O)COC(=O)CCC2CCCC2)C1C (stereo not drawn)
→ ?	-8%	-10%	-4%	?	6%	-9%	-7%	28%
NS(=O)(=O)Oc1ccccc1
→ 1%	0%	-7%	8%	.	-6%	3%	60%	-7%
Cc1ccc(CS(=O)(=O)Cc2ccc(C(=O)NC3CCCCCC3)o2)cc1
→ -10%	-4%	-5%	-3%	17%[59 µM]	-4%	2%	31%[activator]	12%
COc1cc(C2/C(=C(\O)c3ccc4c(c3)CC(C)O4)C(=O)C(=O)N2CC2CCCO2)cc(OC)c1OC (stereo not drawn)
→ -4%	-4%	39%	-16%	50µM*	?	-11%	-19%	14%
Cc1ccsc1C=Nc1c(C)n(C)n(-c2ccccc2)c1=O
→ 5%	6%	1%	7%	-24%[12.7 µM]	3%	-7%	13%	-2%
CN1CCN(c2ccc(C(F)(F)F)cc2NC(=O)c2ccco2)CC1
→ -10%	1%	22%	-9%	93%[activator]	3%	-1%	10%	14%
CN(c1ccccc1C(=O)Nc1cccc([N+](=O)[O-])c1)S(C)(=O)=O
→ -2%	-3%	-6%	-13%	32%[59 µM]	9%	-2%	3%	5%
O=C(NC1CCCC1)c1cc(Nc2cccc(C(F)(F)F)c2)nc2ccccc12
→ 163%[activator]	-2%	.	-9%	1%[59 µM]	15%	-7%[60.1 µM]	2%	-12%

(list continues)
Each structure is followed by: Anesthetic bind	BLM helicase inh	APEX1 inh	Pol eta inh	G9a inh	BAZ2B block	Pol kappa inh	Pol beta inh	POLI inh
CCOC(=O)c1c(N2C(=O)Nc3ccccc3N2O)n[nH]c1-c1cccc(OC)c1
→ 3%	-12%	-1%	0%	-24%	10%	4%[60.1 µM]	27%	15%
COc1ccc(NC(=O)CN2CCCCC2)cc1S(=O)(=O)N1CCCCC1
→ .	.	18%	?	.	.	-18%	.	66%[activator]
CCOC(=O)CSc1nnc(CNC(=O)c2cccs2)n1-c1cc(OC)ccc1OC
→ -2%	1%	-3%	-7%	8%[12.7 µM]	-2%	-8%	1%	12%
CCOC(=O)c1c(/N=C/c2ccc(OC)cc2O)sc2c1CCN(C)C2
→ 0%	-6%	7%	?	.	40µM*	?	-3%	?
Cc1ccc(NC(=S)Nc2ccc(F)cc2)c(C)c1
→ -1%	2%	0%	-2%	13%	-19%	-1%	4%	50%[activator]
CN(C)C(CNC(=O)CCCc1c[nH]c2ccccc12)c1ccco1 (stereo not drawn)
→ ?	-4%	1%	-2%	?	-34%	-11%	22%	1%
CCOP(C)(=O)C1(C(=O)OCc2ccccc2)CC1 (stereo not drawn)
→ -10%	-3%	17%	-10%	22%[59 µM]	3%	-12%	8%	3%
c1csc(CNc2ccc3c(c2)OCCO3)c1
→ -8%	-18%	1%	1%	3.5µM*	50µM*	-19%	3%	55%[activator]
CN(CC(=O)Nc1cccc(F)c1)C(=O)CC1CCCC1
→ .	.	-8%	-1%	-25%	-3%	-15%	.	7%
CC(C)(C)NC(=S)NCc1ccco1
→ -2%	-14%	-4%	-12%	79µM*	-9%	1%	-21%	25%
Cc1ccc(NS(=O)(=O)c2cccc(C(=O)NNC(=O)c3cccn3C)c2)c(C)c1
→ ?	-5%	-15%	-1%	.	45µM*	-9%	33%	15%
COc1ccc(NC(=O)CSc2nnc(-c3ccncc3)o2)c(OC)c1
→ .	.	-2%	-19%	1%[0.501 µM]	-5%	2%	.	6%
COc1ccc(-c2cc(=O)oc3c(C)c(OC(C)C(=O)Nc4ccc(CN5CCOCC5)cc4)ccc23)cc1 (stereo not drawn)
→ -12%	-4%	3%	-12%	4%[0.0925 µM]	?	-6%	3%	23%
N#CCCn1nc(-c2ccc(Br)cc2)cc1Nc1ccccc1NC(=O)C(F)(F)F
→ -10%	-9%	-9%	-19%	0%[59 µM]	-27%	-9%	-3%	98%[activator]
O=C(O)CC[C@@H](C(=O)O)N1C(=O)c2ccccc2C1=O
→ -14%	0%	?	-3%[57.1 µM]	74%&3%[activator][12.7 µM]	-18%	-2%[60.1 µM]	12%[57.1 µM]	6%[58.9 µM]

(list continues)
Each structure is followed by: Anesthetic bind	BLM helicase inh	APEX1 inh	Pol eta inh	G9a inh	BAZ2B block	Pol kappa inh	Pol beta inh	POLI inh
O=C(OCc1cc2ccccc2[nH]c1=O)C1CCCCC1
→ ?	0%	2%	-8%	21%	10%	-5%	2%	-4%
CCOc1cc(C=C(C(=O)OC)C(=O)OC)ccc1OCc1ccc([N+](=O)[O-])cc1
→ ?	-7%	0%	-7%	-33%[59 µM]	-22%	-16%	-21%	?
Cc1nc(SCC(=O)Nc2ccc(Br)cc2)[nH]c(=O)c1Cc1ccccc1
→ -4%	-2%	.	-8%	?	-2%	-10%	1%	-8%
Cc1ccc(CN2C3CCCC2CC(NC(=O)c2ccc(C)cc2)C3)cc1 (stereo not drawn)
→ -7%	3%	-6%	-12%	14%	-13%	-17%	1%	-3%
CN1C(=O)C(=O)/C(=C(/O)c2ccccc2)C1c1ccc(Br)cc1 (stereo not drawn)
→ -9%	-6%	23%	-8%	-4%[59 µM]	-1%	5%	11%	20%
Cc1cccc(OCC(=O)Nc2cccc(-c3nnc(-c4ccccc4)o3)c2)c1C
→ -11%	-7%	-2%	-25%	17%[12.7 µM]	-2%	-2%	?	13%
O=C(c1ccco1)N(Cc1ccc([N+](=O)[O-])cc1)c1ccc(Cl)cc1
→ ?	-11%	2%	-12%	40%[0.501 µM]	?	-11%	6%	-3%
Cc1ccc(CNC(=O)C2CCCN(S(=O)(=O)c3cccc4nonc34)C2)cc1 (stereo not drawn)
→ 32%[activator]	2%	-15%	8%	7%	-9%	2%	66%	12%
COc1cccc(NC(=O)CSc2nc3c([nH]c4ccccc43)c(=O)n2-c2ccccc2)c1
→ -5%	-8%	.	-17%	4%[59 µM]	-3%	-7%[60.1 µM]	3%	-5%
COc1ccc(/C=N/NC(=O)c2cccc(NC(=O)c3ccccc3Cl)c2)cc1OC
→ 1%	-7%	12%	?	27%[59 µM]	-16%	-21%	?	4%
CC1CCN(C(=S)NC(=O)c2cccc([N+](=O)[O-])c2)CC1
→ -7%	-1%	40%	-14%	71µM*	-25%	24%	29%	27%
CCN(C[C@H]1N[C@@](Cc2ccccc2)(C(=O)OC)[C@H]2C(=O)N(C)C(=O)[C@@H]12)C(=O)C1CCCCC1
→ .	.	18%	-11%	.	.	-7%	.	?
